Compound activity as filed in PubChem.
GalR3 antag: human GalR3 antagonism. HEK293 GalR3-CNG cAMP membrane potential fluorescence; galR3 body fused to GalR1 C-terminus. inhibition, % at 3 µM. 0.44% of 360,000 active;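 active = inhibition above the screen-wide average plus 3 SD, cut at about 13% in these data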;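 also: forskolin and galanin both at EC90 stimulate the cells; cAMP rise reported by CNG channel membrane potential dye signal; 0% = forskolin plus galanin with DMSO and 100% = forskolin alone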
Target sequence (O60755 1-299 limits assumed): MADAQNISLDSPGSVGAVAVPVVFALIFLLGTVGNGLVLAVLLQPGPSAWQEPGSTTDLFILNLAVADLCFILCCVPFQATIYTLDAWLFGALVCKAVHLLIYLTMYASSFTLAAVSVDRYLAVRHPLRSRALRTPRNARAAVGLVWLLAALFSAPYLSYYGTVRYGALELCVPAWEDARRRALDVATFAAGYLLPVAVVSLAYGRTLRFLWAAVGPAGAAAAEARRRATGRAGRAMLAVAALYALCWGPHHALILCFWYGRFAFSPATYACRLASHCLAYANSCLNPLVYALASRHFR
MEKK2 WT-MEK5: raises or lowers MEK5 binding to wildtype human MEKK2 PB1 domain | bead flow cytometry, Alexa488-MEK5 binding to MEKK2 WT; actives lie on both sides | binding response (% of control), % at 10 µM | AID 1531 | 1.1% of 290,000 active; in the data active = binding response below about 67% or above about 130%
PHOSPHO1 inh: blocks human PHOSPHO1 phosphatase activity; Q8TCT1; recombinant PHOSPHO1, absorbance phosphatase assay; inhibition, % at 13.3 µM; 1.1% of 290,000 active; AID 1565; in the data active = inhibition above about 60%
NALP1 yeast inh: blocks the NALP1 inflammasome reconstituted in yeast; S. cerevisiae NALP1/ASC/caspase-1 growth, X-gal OD620, 72 h; inhibition, % at 10 µM; 0.61% of 280,000 active; in the data active = inhibition mostly above about 24%, no sharp cut-off; inactive = mostly below about 32%; also: some compounds called inactive have numbers as strong as hits
MEKK3 PB1 HTS: raises or lowers MEK5 binding to the human MEKK3 PB1 domain | Q99759 | 1.4% of 290,000 active | binding response (% of control), % at 10 µM | bead-based flow cytometry, Alexa488-MEK5 binding to MEKK3; actives lie on both sides; 0 = blocked by unlabeled MEK5, 100 = vehicle | AID 1529;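 active = binding response more than 3 SD above or below the average of its plate-row segment, actives on both sides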;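 also: Alexa488 bead fluorescence after subtracting the streptavidin-only scavenger bead signal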
GPR7 antag: antagonists of human GPR7 (neuropeptides B/W receptor 1); 1.1% of 290,000 active; P48145; GPR7-expressing cells, fluorescence antagonist assay; AID 1861; inhibition, % at 4.4 µM; in the data active = inhibition above about 16%, passing the limit was not always enough;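 also: cells stimulated with the agonist NPW; 0% = agonist with vehicle and 100% = vehicle without agonist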
Target sequence (P48145 whole entry, looked up): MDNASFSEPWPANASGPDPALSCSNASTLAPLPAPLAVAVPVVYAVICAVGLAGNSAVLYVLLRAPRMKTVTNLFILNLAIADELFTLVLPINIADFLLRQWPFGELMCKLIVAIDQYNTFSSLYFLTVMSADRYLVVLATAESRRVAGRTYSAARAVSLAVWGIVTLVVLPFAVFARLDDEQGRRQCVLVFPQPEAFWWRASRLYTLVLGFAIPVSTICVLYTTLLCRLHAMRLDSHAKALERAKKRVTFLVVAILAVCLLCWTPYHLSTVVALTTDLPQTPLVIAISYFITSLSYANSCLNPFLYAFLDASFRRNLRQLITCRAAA
V1R ag counter: activates human V1a receptor in oxytocin agonist counter-screen; P37288; activation, % at 3 µM; 0.25% of 320,000 active; CHO-V1R cells, Fluo-8 calcium fluorescence, agonist mode; 0% DMSO, 100% 3 nM vasopressin;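 active = activation above the mean activation of all tested compounds plus 3 SD, per screening run, cut at about 20% in these data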;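 also: signal is peak over basal fluorescence ratio across a 100 second FLIPR read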
MEKK2mut PB1 HTS: signal of MEK5 binding to mutant human MEKK2 PB1 domain; bead flow cytometry, Alexa488-MEK5 binding to MEKK2 mutant; percent response, % at 10 µM; 0.35% of 290,000 active; AID 1530; in the data active = percent response above about 24%, passing the limit was not always enough; also: inactives centre near 1; some results filed as inactive read as strong as hits; reference of the scale not given here
OXTR agonist: human OXTR agonism; CHO-OTR cells, Fluo-8 calcium fluorescence; normalized: DMSO 0%, oxytocin 100%; 0.32% of 320,000 active; P30559; activation, % at 3 µM;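 active = activation above the mean of all tested compounds plus 3 SD, cutoff set per screening run, cut at about 20% in these data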;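 also: peak over basal fluorescence ratio from a 100 s FLIPR kinetic read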
Target sequence (P30559 whole entry, looked up): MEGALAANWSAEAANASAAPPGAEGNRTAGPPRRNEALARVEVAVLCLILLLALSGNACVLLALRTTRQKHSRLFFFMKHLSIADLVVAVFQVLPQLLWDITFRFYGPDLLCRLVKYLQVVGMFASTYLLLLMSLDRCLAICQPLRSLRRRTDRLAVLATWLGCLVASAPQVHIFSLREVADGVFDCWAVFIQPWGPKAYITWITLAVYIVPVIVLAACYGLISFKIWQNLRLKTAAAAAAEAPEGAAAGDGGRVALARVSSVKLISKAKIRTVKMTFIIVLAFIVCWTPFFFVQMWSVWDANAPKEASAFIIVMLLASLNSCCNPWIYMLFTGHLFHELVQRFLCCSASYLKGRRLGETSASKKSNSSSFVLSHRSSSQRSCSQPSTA
Active calls of the source: *; . = not tested or not shown; [ ] = remark or other dose.

1. COc1cc(OC)cc(C(=O)N[C@H](C(=O)OCC(=O)Nc2ccc(F)c(F)c2)C(C)C)c1
2. CC(=O)NCC(=O)OCC(=O)c1ccccc1
3. COC(=O)c1c(C)oc2c1cc(NS(=O)(=O)c1ccc(C(=O)O)cc1)c1ccccc12
4. COc1ccc(CCN2C(=O)C3C4C=CC(C4)C3C2=O)cc1OC (configuration not stated)
5. COc1ccc(NC(=O)CS(=O)c2cccc(C(F)(F)F)c2)cc1 (configuration not stated)
6. COc1ccc(CCNC(=O)C2CC3Cn4c(nc5ccccc54)C3N2c2ccccc2)cc1 (configuration not stated)
7. Cc1noc(C)c1S(=O)(=O)N(CC(=O)NCc1ccc2c(c1)OCO2)c1ccc(C(C)C)cc1
8. CCOC(=O)c1c(/N=C/c2cccc([N+](=O)[O-])c2O)sc(C)c1C
9. CC(C)(C)c1ccc(OCC(O)CN(CCO)CC(O)Cn2ccc3ccccc32)cc1 (configuration not stated)
10. Nc1n[nH]c(-c2ccc(Br)cc2)c1Cl
compound no.,1,2,3,4,5,6,7,8,9,10
GalR3 antag,10,-4,8,-3,1,-1,0,-4,2,2
MEKK2 WT-MEK5,98,109,103,94,106,102,106,101,106,101
PHOSPHO1 inh,1,-9,-21,14,9,.,-7,-32,-18,-14
NALP1 yeast inh,30,2,15,35,-3,.,17,51,33,2
MEKK3 PB1 HTS,102,109,101,98,102,101,110,99,133*,101
GPR7 antag,21*,5,-10,-1,-1,.,-12,-4,-12,-11
V1R ag counter,1.9,1.4,0.4,1.2,-0.7,0.1,-1.0,-1.0,6.6,0.5
MEKK2mut PB1 HTS,-2,8,1,-2,5,1,2,1,0,-1
OXTR agonist,-0.9,-0.1,-0.1,1.4,-1.4,-0.6,-2.1,-0.2,4.7,-0.8

11. Cc1nc(-c2ccccc2O)n(-c2ccccc2)n1
12. COc1cc(OC)c(C(=O)NNC(=S)NC2CCCCC2)cc1OC
13. CCCC(=O)Nc1ccc(-c2nc3cc(C)c(C)cc3o2)c(O)c1
14. O=C1C(Cl)=C(NCc2cccnc2)C(=O)c2ccccc21
15. CC(=O)c1ccc(N2CCN(CC(=O)Nc3ccccc3N3CCOCC3)CC2)cc1
16. CCn1cc(C(=O)NCCCN2CCC(C)CC2)c(=O)c2cc(S(=O)(=O)N3CCCC3)ccc21
17. CCO[C@H]1OC(C(N)=O)=C[C@@H](c2csc3ccccc23)[C@@H]1CCCO
18. COc1ccc(/C=C(/C(=O)Nc2ccccc2C(=O)N2CCCC2)c2ccccc2)cc1
19. CCC(C)NS(=O)(=O)c1ccc(S(=O)(=O)N2CC=C(c3ccc(F)cc3)CC2)cc1 (configuration not stated)
20. CC(C)c1ccc(NC(=O)CNS(=O)(=O)c2ccc(F)cc2)cc1
compound no.,11,12,13,14,15,16,17,18,19,20
GalR3 antag,0,0,-5,-7,-7,1,0,-5,-1,-2
MEKK2 WT-MEK5,102,103,103,100,81,98,89,106,103,98
PHOSPHO1 inh,11,-16,-27,38,2,4,18,23,3,25
NALP1 yeast inh,36,18,-4,17,-3,32,-1,13,26,-5
MEKK3 PB1 HTS,100,105,105,99,94,97,93,111,100,90
GPR7 antag,6,-7,-5,14,-8,3,0,-2,-1,1
V1R ag counter,-0.6,1.1,0.4,1.0,-0.8,0.2,0.1,-1.2,2.8,7.6
MEKK2mut PB1 HTS,6,0,5,-2,-15,0,-4,3,-3,-1
OXTR agonist,-0.9,-0.2,-0.1,-0.7,4.7,0.1,1.9,-2.5,0.1,8.2

21. Cc1[nH]c2ccccc2c1C(=O)COC(=O)Cn1cnc2ccccc21
22. Cc1ccc(NC(=S)NCCCN2CCOCC2)cc1C
23. COCc1cc(C)n(CC(=O)NC(C)c2ccccc2)c(=O)c1C#N (configuration not stated)
24. CCOC(=O)N1CCN(C(=O)C2CCCN(S(=O)(=O)c3ccc(F)cc3)C2)CC1 (configuration not stated)
25. Cc1ccnc(NS(=O)(=O)c2ccc(NS(=O)(=O)c3ccc([N+](=O)[O-])cc3)cc2)n1
26. CCCc1cc(C(=O)Nc2cc(C)nn2-c2ccccc2)no1
27. CCCCc1c(C)nc2ccccc2c1SCCC#N
28. CC(=O)c1c2c3c(c(Br)ccc3n(C)c1=O)C(=O)c1ccccc1-2
29. Cc1ccc(SCCNC(=O)/C=C/c2ccc([N+](=O)[O-])cc2)cc1
30. C=CCn1c(=O)c2c(nc3n2CCN3c2cccc(Cl)c2C)n(C)c1=O
compound no.,21,22,23,24,25,26,27,28,29,30
GalR3 antag,0,-3,-6,-4,-6,.,-4,4,-5,-1
MEKK2 WT-MEK5,120,108,102,100,90,111,106,87,1.0*[inhibitor],103
PHOSPHO1 inh,1,17,10,15,22,-18,-14,41,-4,13
NALP1 yeast inh,29,.,7,11,20,2,33,19,13,0
MEKK3 PB1 HTS,102,103,103,102,95,105,104,90,0.0*[inhibitor],103
GPR7 antag,7,-6,-13,-5,-4,-7,-5,8,1,-3
V1R ag counter,3.5,1.3,0.4,1.0,0.1,-1.2,0.0,-0.1,2.1,1.2
MEKK2mut PB1 HTS,55*,1,3,0,-6,9,4,-10,-7,-1
OXTR agonist,2.8,0.0,0.5,1.0,-0.1,-2.6,-2.5,-1.1,0.3,2.4

31. COc1ccc2[nH]cc(CCNC(=O)CS(=O)(=O)Cc3ccccc3)c2c1
32. Cc1ccc2nc(SCC(=O)Nc3nonc3N)[nH]c2c1
33. CC1=CC=CC2=NC(=O)CC(C)(C(=O)N(CC(=O)NC(C)C)C3CCCC3)N12 (configuration not stated)
34. Cc1cc(N/N=C\c2ccc(Br)cc2)nc(-n2nc(C)cc2C)n1
35. CSc1cccc(NC(=O)CSc2ncccc2C(=O)Oc2cccc([N+](=O)[O-])c2)c1
36. COc1cccc(N2C(=O)Nc3ccc(Br)cc3C2(O)C(=O)NCCCN(C)C)c1 (configuration not stated)
37. Cc1ccc(S(=O)(=O)NCc2csc(-c3cccs3)n2)cc1
38. OCC1(CC2CCCCO2)CCN(Cc2ccccc2-c2ccco2)CC1 (configuration not stated)
39. NC(N)=Nc1nc(-c2ccccc2)c2cc(Cl)ccc2n1
40. CC(=O)Nc1ccc(S(=O)(=O)N2CCC(C(=O)O)(c3ccccc3)CC2)cc1
compound no.,31,32,33,34,35,36,37,38,39,40
GalR3 antag,-6,-6,.,-3,-3,-10,-3,0,-5,-9
MEKK2 WT-MEK5,97,110,100,100,104,107,102,107,150*,110
PHOSPHO1 inh,18,17,42,16,-1,.,18,37,19,8
NALP1 yeast inh,8,12,14,-1,9,15,.,7,10,13
MEKK3 PB1 HTS,98,115,99,106,121,102,103,102,109,109
GPR7 antag,3,-7,0,-2,-9,1,5,0,-12,-5
V1R ag counter,2.6,0.2,1.6,-0.9,1.0,0.6,-1.4,-0.4,0.3,0.4
MEKK2mut PB1 HTS,-1,0,2,-1,0,3,-1,7,22,9
OXTR agonist,1.6,0.0,-0.6,-1.2,0.3,0.9,-2.7,-0.6,0.1,0.6

Compounds 35–36, reprinted for reference:
35. CSc1cccc(NC(=O)CSc2ncccc2C(=O)Oc2cccc([N+](=O)[O-])c2)c1
36. COc1cccc(N2C(=O)Nc3ccc(Br)cc3C2(O)C(=O)NCCCN(C)C)c1 (configuration not stated)
compound no.,35,36
GalR3 antag,-3,-10
MEKK2 WT-MEK5,104,107
PHOSPHO1 inh,-1,.
NALP1 yeast inh,9,15
MEKK3 PB1 HTS,121,102
GPR7 antag,-9,1
V1R ag counter,1.0,0.6
MEKK2mut PB1 HTS,0,3
OXTR agonist,0.3,0.9

Next part:
41. CCC(c1nnnn1CCc1ccccc1)N(Cc1ccco1)Cc1cc2cc(C)cc(C)c2[nH]c1=O (configuration not stated)
42. O=C(Nc1ccccc1Cl)c1cnccn1
43. COc1ccc(/C=C\C(=O)NCC(=O)N/N=C/c2cccc(OC)c2O)cc1
44. COc1ccc(N2CCN(CCNC(=O)c3ccc4c(c3)[nH]c(=S)n3c5ccccc5nc43)CC2)cc1
45. COc1ccc(C2CC(=O)c3cnc(NC(=O)c4ccccc4)nc3C2)cc1OC (configuration not stated)
46. COc1ccc(/C(C)=N/NC(=O)c2nnn(-c3nonc3N)c2-c2cccs2)cc1
47. Cc1ccccc1OCC(=O)OC(C(=O)c1ccccc1)c1ccccc1 (configuration not stated)
48. CCCCCOc1ccc(C(=O)CCN2CCOCC2)cc1
49. CCOc1ccc2ccccc2c1C(=O)NCC(c1ccc(N(C)C)cc1)N(C)C (configuration not stated)
50. CN(C)c1ccc(CNC(=O)C2CCN(S(=O)(=O)c3ccc4c(c3)CCC(=O)N4)CC2)cc1
compound no.,41,42,43,44,45,46,47,48,49,50
GalR3 antag,-1,-6,-1,-1,3,3,-4,-3,0,.
MEKK2 WT-MEK5,111,96,98,97,107,102,101,109,108,113
PHOSPHO1 inh,-3,-11,17,16,-30,23,-9,15,27,-19
NALP1 yeast inh,-2,-16,-23,12,32,20,6,16,23,-10
MEKK3 PB1 HTS,117,97,102,103,105,100,103,99,101,109
GPR7 antag,-3,-7,9,-3,0,-25,3,-7,-3,-3
V1R ag counter,-0.2,0.8,1.1,-0.4,0.0,3.8,-0.2,1.2,0.1,0.3
MEKK2mut PB1 HTS,10,-2,-3,-8,6,1,1,7,4,6
OXTR agonist,-0.4,0.2,1.1,-1.1,-0.5,9.4,-0.9,3.2,1.3,-0.2

51. CC(C)COc1ccc(N)cc1OCC(C)C
52. COc1ccc(/C=N/NC(=O)CN2CCCCCCC2)c(C)c1C
53. Cc1cc(=O)oc2cc(NC(=O)c3ccnn3C)ccc12
54. COc1ccc(-c2cc3ccccc3n2CC(O)CN2CCCCC2)cc1 (configuration not stated)
55. O=C(COC(=O)/C=C/c1ccco1)Nc1ccccc1
56. Nc1nonc1-n1nnc(C(=O)N/N=C\c2ccncc2)c1CN1CCCCC1
57. Cc1cc(C)nc(SCSc2nc(C)cc(C)n2)n1
compound no.,51,52,53,54,55,56,57
GalR3 antag,-6,2,.,-5,-5,-11,4
MEKK2 WT-MEK5,105,105,104,123,103,104,97
PHOSPHO1 inh,-18,42,9,27,-23,28,1
NALP1 yeast inh,10,.,10,.,-15,-4,7
MEKK3 PB1 HTS,99,97,100,110,99,103,96
GPR7 antag,9,-12,-1,-15,8,10,-6
V1R ag counter,-0.2,-0.5,1.3,3.4,0.5,-0.4,.
MEKK2mut PB1 HTS,3,-11,2,15,3,7,-3
OXTR agonist,-1.5,-1.7,0.3,6.8,1.1,-0.9,.

Sorted by value in MEKK3 PB1 HTS (highest first): 6 from the list above
No. | structure | MEKK3 PB1 HTS
32 | Cc1ccc2nc(SCC(=O)Nc3nonc3N)[nH]c2c1 | 115
40 | CC(=O)Nc1ccc(S(=O)(=O)N2CCC(C(=O)O)(c3ccccc3)CC2)cc1 | 109
12 | COc1cc(OC)c(C(=O)NNC(=S)NC2CCCCC2)cc1OC | 105
37 | Cc1ccc(S(=O)(=O)NCc2csc(-c3cccs3)n2)cc1 | 103
5 | COc1ccc(NC(=O)CS(=O)c2cccc(C(F)(F)F)c2)cc1 (configuration not stated) | 102
51 | CC(C)COc1ccc(N)cc1OCC(C)C | 99
